Screens (PubChem)
PglD inh: blocks C. jejuni PglD acetyltransferase activity; purified PglD enzyme, DTNB colorimetric CoA detection; inhibition, % at 12.5 µM; 360,000 compounds, 0.098% hits; AID 602405; in the data active means inhibition above about 16%, passing the limit was not always enough; inconclusive means no clear call, values can overlap the other calls; further: strong numbers were not always called active
RAD54 inh: RAD54 (human) branch migration inhibition | Q92698 | 360,000 compounds, 0.14% hits | RAD54 Holliday junction branch migration, FAM/BHQ fluorescence | inhibition, % at 10.4 µM;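 active means mean normalized replicate activity at least 40 and at least half of replicates scoring 40 or more; inconclusive means only one of the two criteria met; inactive means mean below 40 and under half of replicates reaching 40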;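 further: 0% = median of neutral control wells and 100% = median of positive control wells; inhibitors cause a drop in the FAM fluorescence signal; in these data hits start at about 50%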
ARNT-TACC3 inh: disruptors of human ARNT/TACC3 interaction | inhibition, % at 9.99 µM | AID 623870 | 390,000 compounds, 0.66% hits | AlphaScreen His-ARNT PAS-B/GST-TACC3 binding, luminescence; TACC3 fragment carries E629A point mutation | Q9Y6A5;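 active means mean inhibition of replicates at least 50% and at least half of replicates each reaching 50%; inconclusive means half or more replicates reach 50% but mean below 50%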;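 further: 0% = complete ARNT plus TACC3 wells and 100% = ARNT alone without TACC3; many hits fall short of the cut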
CASP6 VEID inh: blocks human caspase-6 cleavage activity | P55212 | purified caspase-6, Z-VEID-R110 cleavage fluorescence | inhibition, % at 12.5 µM | 350,000 compounds, 0.53% hits;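 active means mean inhibition across replicates at least about 35%, with every replicate also reaching that limit, limit read from the data; inconclusive means only one of the two criteria met; inactive means neither criterion met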;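 further: 0% = median of neutral control wells and 100% = no fluorescence left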
E-selectin induc: E-selectin induction on HUVECs; P16581; HUVEC E-selectin immunofluorescence imaging; normalized: neutral wells 0, TNF-alpha wells 100; activation, % at 7.58 µM; 260,000 compounds, 0.37% hits;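 active means mean E-selectin-positive cell signal at least 10% of the positive control, reached in at least 60% of replicates, without over 20% cell loss; inconclusive means no rule given, readout overlaps actives, possibly toxicity-flagged; inactive means the rest, including those meeting only one limit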;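 further: in these data hits start at about 27%; measured in HUVEC primary endothelial cells; signal is the percent of cells scored E-selectin positive by PE staining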
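Test system: HUVEC | Signal: Immunofluorescence imaging | Read-out: Percent E-selectin-positive cells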
RAD52 inh: inhibitors of human RAD52 DNA annealing. P43351. recombinant RAD52 DNA annealing, FRET fluorescence. inhibition, % at 18.7 µM. 360,000 compounds, 0.46% hits. AID 651710;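 active means every replicate showing at least 50% inhibition; inconclusive means mean inhibition at least 50% but not in every replicate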
Target sequence (P43351 whole entry, looked up): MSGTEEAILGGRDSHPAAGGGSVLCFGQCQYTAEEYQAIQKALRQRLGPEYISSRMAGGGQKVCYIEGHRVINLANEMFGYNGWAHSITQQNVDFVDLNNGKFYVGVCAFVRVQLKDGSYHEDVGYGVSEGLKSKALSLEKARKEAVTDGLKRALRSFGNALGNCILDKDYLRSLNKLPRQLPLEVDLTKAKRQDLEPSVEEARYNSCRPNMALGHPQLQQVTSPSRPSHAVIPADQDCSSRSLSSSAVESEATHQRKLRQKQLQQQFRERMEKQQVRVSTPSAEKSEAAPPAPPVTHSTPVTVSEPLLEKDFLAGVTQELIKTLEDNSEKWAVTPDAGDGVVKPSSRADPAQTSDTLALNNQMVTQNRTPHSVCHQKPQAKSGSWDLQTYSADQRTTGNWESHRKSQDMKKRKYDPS
esBAF inh: blocks esBAF chromatin remodeling in mouse ES cells. Bmi1-luciferase knock-in reporter, 24 h; 100% = twice the neutral-well signal. reporter increase, % at 12.5 µM. 350,000 compounds, 2% hits. AID 602393; in the data active means activation above about 40%; inconclusive means no clear call, values can overlap the other calls;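 further: 0% = median of the plate's neutral control wells and 100% = double that signal; a rise in the Bmi1 reporter signal indicates esBAF inhibition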
ERp5 block: inhibitors of human ERp5. Q15084. ERp5 insulin aggregation, absorbance 650 nm, 90 min. inhibition, % at 9.99 µM. 350,000 compounds, 0.05% hits. AID 651711;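 active means mean replicate inhibition above about 25%, with every replicate also reaching it, limit read from the data, passing the limit was not always enough; inconclusive means only one of those two criteria met; inactive means neither criterion met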
Target sequence (Q15084 whole entry, looked up): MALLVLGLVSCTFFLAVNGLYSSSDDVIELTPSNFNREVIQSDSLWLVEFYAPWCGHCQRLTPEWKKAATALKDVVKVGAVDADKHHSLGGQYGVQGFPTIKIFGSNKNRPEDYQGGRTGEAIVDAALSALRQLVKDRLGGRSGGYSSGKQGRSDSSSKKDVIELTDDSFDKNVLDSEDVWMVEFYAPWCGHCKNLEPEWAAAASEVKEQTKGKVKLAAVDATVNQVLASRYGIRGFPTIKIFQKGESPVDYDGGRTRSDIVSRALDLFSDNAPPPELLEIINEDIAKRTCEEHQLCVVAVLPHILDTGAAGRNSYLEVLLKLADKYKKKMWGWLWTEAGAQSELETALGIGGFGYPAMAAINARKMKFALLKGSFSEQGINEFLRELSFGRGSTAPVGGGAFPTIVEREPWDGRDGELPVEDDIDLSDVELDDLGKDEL
* hit, by the source's call; u = inconclusive; x = not tested or not shown; & = joins results of further samples.

SMILES,PglD inh,RAD54 inh,ARNT-TACC3 inh,CASP6 VEID inh,E-selectin induc,RAD52 inh,esBAF inh,ERp5 block
C/C=C/c1ccc2c(c1)O[C@H](CN(C)C(=O)c1cnccn1)[C@@H](C)CN([C@@H](C)CO)S2(=O)=O,0,-12,1,2,-0.3,2,3,2
COc1ccc(S(=O)(=O)N2CCN(Cc3cc(OC)c(O)c(OC)c3)CC2)cc1,1,3,0,0,1.1,-4,10,2
CCOCCCn1c(=S)[nH]c2cc(C(=O)NCCc3ccccc3)ccc2c1=O,-2,4,3,-2,x,-12,4,-10
CCNC(=S)N1CCN(c2nc(CC)nc3sc4c(c23)CCCC4)CC1,1,-12,0,-1,x,1,-11,7
C[C@@H]1CN([C@@H](C)CO)C(=O)CCCn2nncc2CO[C@H]1CN(C)Cc1ccc2c(c1)OCO2,-1&0&2,7&3&7,4&-11,-6&-1&-8,0.4&0.1,-10&1&1,-8&-3&3,5&0&5
CCOC(=O)N1CCN(C(=O)c2ccccc2SCC(=O)NCC2CCCCC2)CC1,x,x,-3,-88,x,6,x,-1
Cc1cccn2c(=O)c3cc(C#N)c(=NC(=O)c4cccs4)n(CCCOC(C)C)c3nc12,x,x,21,4,0.6,-122,x,3
O=C(CNS(=O)(=O)c1ccc(C(=O)N2CCCCC2)cc1)N1CCCCC1,-3,-4,1,x,x,x,3,x
CCCCNC(=O)c1c(N)[nH]c(C(=O)c2ccccc2)c1-c1ccccn1,x,x,x,-1,0.9,-8,x,-1
O=C1CNC[C@H]2[C@@H](c3ccc(-c4ccccc4F)cc3)[C@@H](CO)N12,x,x,x,0,-0.2,-5,x,1
CCOC(=O)C1CN(S(=O)(=O)c2cccs2)c2ccc(CC(=O)OC)cc2O1 (centres undefined),-3,-6,-2,2,0.0,-29,-5,7
CCOC(=O)CSc1nnc(CNC(=O)c2ccc(OC)cc2)n1-c1ccc(OC)cc1,12,1,-9,x,x,x,-5,x
CCN(CC)S(=O)(=O)c1ccc2nnn(OCC(=O)Nc3cccc(C#N)c3)c2c1,0,-2,6,x,x,x,7,x
Cc1nnc2c3ccccc3c(Cl)nn12,x,x,4,-4,x,-3,x,u
CCN1CCCC1Cn1cnc2c([nH]c3cc(OC)ccc32)c1=O (centres undefined),-3,11,3,-5,x,10,7,0
O=C(O)CNS(=O)(=O)c1ccc2c3c(cccc13)C(=O)N2,3,-4,10,32,x,-14,-8,0
Cc1cccnc1NC(=O)c1ccc2nc(N)sc2c1,-4,-18,-24,x,x,x,1,x
CC(C)n1c(CNC(=O)c2ccccc2F)nnc1SCC(=O)c1ccc(F)cc1,-1,3,3,3,0.4,-75,-7,-4
COc1ccc(Cl)cc1S(=O)(=O)N1CCCc2ccccc21,-3,-7,0,-1,x,-9,-3,1
C[C@@H]1CN([C@H](C)CO)C(=O)Cc2cc(N(C)C)ccc2O[C@@H]1CN(C)C(=O)Nc1ccc2c(c1)OCO2,-4,0,-7,0,x,11,1,3
Cc1cc(NC(=O)Nc2cc(Cl)ccc2C)no1,0,-1,-10,-2,0.8,-7,8,3
COc1ccc(CC(O)COS(N)(=O)=O)cc1 (centres undefined),-7,4,-3,-1,x,-11,8,-4
COc1ccc(Cc2nc3ccc(C(=O)N(C)CCO)cc3o2)cc1,2,-6,1,0,x,-12,1,2
CN(CC(=O)Nc1ccc(Cl)c(C(F)(F)F)c1)C(=O)c1cn2ccccc2n1,-4,3,5,-5,x,-4,21,3
COc1ccc(N2C(=O)C3CCCN3C2c2cccs2)cc1 (centres undefined),-1,6,-2,-1,-0.1,-9,-3,-4
CN(CC(=O)Nc1ccccc1Cl)C(=O)CCNC(=O)Nc1ccccc1,3,2,27,5,8.8,0,-1,5
CCOC(=O)CN(C(=O)CSc1nnc(COc2ccc(OC)cc2)n1C)c1ccccc1,-3,10,-5,x,x,x,8,x
COc1ccc2c3c([nH]c2c1)[C@@H](CO)NCC31CN(C(=O)Nc2ccc3c(c2)OCO3)C1,x,x,x,1,-0.2,11,x,-2
CCC(=O)N(CCc1ccccc1)Cc1cc2ccc(OC)cc2[nH]c1=O,x,x,22,x,19,-4,x,6
CN1C(=O)c2cc(NS(C)(=O)=O)ccc2OC[C@H]2O[C@H](CC(=O)NCc3ccc(-c4ccccc4)cc3)CC[C@@H]21,11,-7,5,x,0.0,10,-3,-4
Cc1cccc(N/C(N)=N/c2nc(C(F)(F)F)cc(=O)[nH]2)c1C,x,x,1,4,x,-6,x,1
COc1ccccc1C(CNC(=O)c1cccc(S(=O)(=O)Nc2ccc(F)cc2)c1)N1CCCC1 (centres undefined),0,-8,x,-9,0.3,-87,0,2
Cc1nc2c(C(=O)N3CCOCC3)cnn2c(C)c1Cc1ccc(Cl)cc1,6,0,20,x,x,x,6,x
C[C@H]1CCCCO[C@@H](CN(C)Cc2ccc(C(F)(F)F)cc2)[C@@H](C)CN([C@@H](C)CO)C(=O)c2cc(N(C)C)ccc2O1,1,2,16,5,2.4,4,-1,5
COC(=O)c1c(NC(=O)c2cccnc2)sc(C)c1C,0,-3,-5,x,x,x,3,x
CCN(CC(=O)Nc1ccc(NC(C)=O)cc1)C(=O)CCCc1c[nH]c2ccccc12,-4,2,9,24,-0.3,-6,3,4
CCC1CCCCN1C(=S)NC(=O)c1cc(Br)ccc1Cl (centres undefined),-2,-10,8,0,x,-10,-3,-2
C[C@H]1CN([C@@H](C)CO)C(=O)c2cc(-c3ccc(C(=O)N(C)C)cc3)cnc2O[C@H]1CN(C)Cc1ccc(C(=O)O)cc1,-3,10,-1,-1,-0.1,11,-4,-3
Cc1cc(C)n(-c2cccc(CN(C)Cc3nc(-c4cnccn4)no3)c2)n1,-2,-2,2,0,x,-3,5,2
Cc1ccc(-c2cnc3c(c2)C(=O)N([C@H](C)CO)C[C@@H](C)[C@H](CN(C)C(=O)c2ccc(F)cc2)O3)cc1,2,-5,-1,0,0.2,14,-1,1
C=CCn1c(N2CCCC2)nc2c1c(=O)[nH]c(=O)n2C,2,14,-5,0,x,-1,6,-3
CC1CC(C)CN(C(=O)CCn2c(=O)oc3ccccc32)C1 (centres undefined),0,-3,-3,-2,-4.1,-8,-3,4
O=C(C1CCN(S(=O)(=O)c2ccc(-n3cnnn3)cc2)CC1)N1CCN(c2ccccc2)CC1,-7,6,-3,x,x,x,2,x
O=C(c1cc(-c2ccccc2)nc2ccccc12)N1CCCC1,7,0,12,6,-0.4,0,-3,0
Cc1cc(C)c(-c2csc(Cc3nc(-c4cc5ccccc5oc4=O)cs3)n2)cc1C,-1,-8,2,x,0.3,x,x,x
Cc1ccc(S(=O)(=O)CC(=O)Nc2nc(-c3ccccc3)cs2)cc1,-1,6,3,x,x,x,4,x
CN1c2ccc(-c3cccc(F)c3)cc2[C@@H]2[C@@H](CCN2C(=O)c2ccccc2F)[C@H]1CO,1,-7,-4,1,1.6,-10,-5,-5
Cc1cc(C)c(C(=O)C(C)OC(=O)Cc2n[nH]c(=O)c3ccccc23)cc1C (centres undefined),-4,0,6,-2,-0.6,-14,-3,20
COc1ccc(-c2ccc([C@@H]3[C@H](C#N)N(C(=O)C4CC4)[C@H]3CO)cc2)cc1,6,-4,2,-3,0.2,-36,-3,8
COc1ccc(NC(=O)CSc2nnnn2-c2ccccc2F)cc1,-5,4,0,-1,0.1,-5,9,-6
COc1ccc(-c2nc(CS(=O)CC(=O)NCc3ccc4c(c3)OCO4)c(C)o2)cc1 (centres undefined),-1,4,-5,-1,2.7,-5,-4,0
COc1ccccc1C(=O)C1CCCN(C(=O)c2cc(CC(C)C)nc(C)n2)C1 (centres undefined),x,x,-3,2,x,-14,x,0
CCc1ccc(NC(=S)N(CCOC)C2CCN(C(C)=O)CC2)cc1,-2,14,-2,1,x,-4,1,3
NC(=O)c1sc2nc3c(cc2c1N)CCC3,x,x,-1,6,-0.1,-4,22,-4
COc1ccc(CN(Cc2cccn2C)S(=O)(=O)c2ccc(C)cc2)cc1,-1,-3,-4,0,x,-16,-8,x
COc1ccc(C(CNC(=O)c2ccc(N3CCCC3=O)cc2)N(C)C)cc1 (centres undefined),-25,11,-2,x,x,x,17,x
COc1ccccc1-c1ccc2c(c1)[C@H]1[C@H](CCN1C(=O)C1CC1)[C@@H](CO)N2,-1,-11,5,0,0.3,-1,5,0
CCN(CC)CCN(Cc1cc2ccc(C)cc2[nH]c1=O)C(=O)Nc1ccc(Cl)cc1,x,x,2,x,-0.6,5,x,-9
O=C(NCC1(N2CCOCC2)CCCCC1)c1ccc(S(=O)(=O)Nc2ccccc2F)cc1,2,4,3,-1,-0.1,-18,-2,8
COc1ccccc1CNC(=O)COc1ccc(S(=O)(=O)N2CCOCC2)cc1C,-3,3,-6,2,x,-6,-4,2

Next part
SMILES,PglD inh,RAD54 inh,ARNT-TACC3 inh,CASP6 VEID inh,E-selectin induc,RAD52 inh,esBAF inh,ERp5 block
COc1ccccc1CNCC(=O)N1CC(=O)Nc2ccccc21,x,x,13,1,2.3,-9,x,2
Cc1ccc(S(=O)(=O)N2C[C@H]3C(=O)C[C@@H](c4ccccc4)N(S(=O)(=O)c4ccc(C)cc4)[C@H]3C[C@H]2c2ccc(Cl)cc2)cc1,-3,-1,x,-2,-7.0,-13,-7,2
Cc1onc(-c2ccccc2)c1C(=O)OCC(=O)N(C)c1c(N)n(Cc2ccccc2)c(=O)[nH]c1=O,1,19,-17,0,11,-21,3,-7
Cc1ccc(CC(=O)NCCC(=O)O)cc1,8,-9,x,-5,0.0,0,1,-1
C[C@H](CO)N1C[C@H](C)[C@H](CN(C)CC2CCCCC2)Oc2ccc(NC(=O)C3CC3)cc2C1=O,5,0,x,1,-0.1,-1,-3,-1
C[C@H](CO)N1C[C@H](C)[C@H](CN(C)C(=O)Nc2cccc3ccccc23)Oc2c(NC(=O)c3nc4ccccc4s3)cccc2C1=O,2,0,3,0,-0.1,-4,2,4
CC(=O)Nc1ccc(N(C(=O)CNC(=O)c2ccco2)C(C(=O)NC2CCCC2)c2ccco2)cc1 (centres undefined),9,-15,3,-8,x,-12,-1,0
O=C(CNC(=O)c1ccccc1)NCC1COc2ccccc2O1 (centres undefined),4,8,-11,x,x,x,-9,x
C[C@@H]1CCCCO[C@H](CN(C)C(=O)CCC(F)(F)F)[C@@H](C)CN([C@H](C)CO)C(=O)c2cc(NC(=O)NC3CCCCC3)ccc2O1,-2,12,-6,0,0.1,-7,-7,1
COc1ccccc1CNC(=O)C[C@@H]1CC[C@H]2[C@H](COc3ccc(NC(=O)Nc4ccc(F)c(F)c4)cc3C(=O)N2C)O1,-3,4,20,0,0.0,0,18,0
CC(=O)N1Cc2cc(C(=O)NCC(F)(F)F)nc(-c3cccc(-c4cncnc4)c3)c2[C@@H]1CCO,x,x,x,1,0.4,-3,x,-4
COc1ccc([N+](=O)[O-])cc1/C=N/NC(=O)CNC(=O)c1cccc(F)c1,-8,3,51*,-2,x,-18,x,-4
O=C(NC1CCCCC1)[C@H]1[C@H](CO)[C@H]2Cn3c(cccc3=O)[C@H]2N1CC1CCCC1,x,x,x,-1,0.0,-8,x,5
Cc1cccc(CN2[C@@H](CC(C)C)COCCS2(=O)=O)c1,3,7,0,-1,-0.1,-13,-5,-4
